TAG inh: inhibitors of triacylglycerol accumulation; H9c2 cells, Nile Red lipid (TAG) fluorescence; cells loaded with 200 µM oleic acid; inhibition, % at 12.5 µM; 230,000 compounds, 0.66% hits;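 active means pattern-corrected inhibition of lipid staining of at least 50% with the nuclear-stain viability signal not falling by more than 50%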;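 further: 0% = DMSO wells and 100% = triacsin C control wells; some results filed as inactive read as strong as hits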
TAG inh DAPI viability: also measured in TAG inh; calls as there; DAPI nuclei signal change (viability), lower = more cytotoxic, %;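 whole-well DAPI fluorescence read on a plate reader as a viability signal; minus 50 percent equals half of cells still viable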
Numbers without * were called inactive.

Order of results: TAG inh, TAG inh DAPI viability
1. Cc1noc(C)c1S(=O)(=O)N1CCC(C(=O)N2CCC(C)CC2)CC1
    -2.4, 3.1
2. CCCCNCCS(=O)(=O)NCc1ccc(OC)cc1
    -9.3, -1.9
3. Nc1nc(Nc2cccc(F)c2)nc(N2CCOCC2)c1[N+](=O)[O-]
    20.9, 2.5
4. O=C(c1cccc(S(=O)(=O)Nc2ccccc2Cl)c1)N1CCC1
    -5.9, -3.6
5. O=C(CS(=O)CC(=O)Nc1ccc(Cl)cc1)NCC1OCCc2ccccc21 (stereo not given)
    -1.2, 2.4
6. O=C1OC(c2ccccc2)=CC1=Cc1ccccc1O
    5.4, 3.0
7. CCN=C1SC(CC(=O)NCC)C(=O)N1CC (stereo not given)
    -9.4, 1.3
8. Nc1ncnc2c1ncn2CCN1CCCCC1
    -2.2, 7.1
9. c1ccc(Cc2cc[n+](Cc3ccccc3)cc2)cc1
    7.6, -4.8
10. O=C(Cc1cccs1)Nc1ccc(-c2nnc(-c3ccccc3)o2)cc1
    6.5, 3.9
11. CCOC(=O)CC(NC(=O)c1ccccc1)c1ccc(OC)cc1 (stereo not given)
    -2.6, -8.3
12. COc1ccc(/C=N/NC(=O)c2c(Br)cnn2C)c2ccccc12
    12.3, -3.0
13. COc1ccccc1C(=O)COC(=O)c1cccc(S(=O)(=O)N2CCCC2)c1
    -29.4, -3.5
14. Cc1cc(N2CCN(c3ccc(F)cc3)CC2)nc(-c2ccccc2)n1
    -12.7, 7.4
15. CC(=O)/C(N=Nc1ccc(C(=O)O)cc1)=C(\C)O
    -4.3, 6.4
16. COc1ccc(NC(=O)CS(=O)(=O)c2cn(CC(=O)N3CCOCC3)c3ccccc23)cc1OC
    3.0, 2.9
17. CN(CC(=O)NC1CCCC1)S(=O)(=O)c1cnc[nH]1
    10.0, -9.1
18. C=CCc1ccc(OCC(O)COc2ccc(CC=C)cc2OC)c(OC)c1
    -4.9, 10.5
19. CCOC(=O)c1ccc(NC(=O)CSc2ccc(-c3cccnc3)nn2)cc1
    5.6, -0.9
20. CCCCC(=O)NC(=S)Nc1ccc(Cl)c(C(=O)O)c1
    -21.0, 6.7
21. CCCCc1ccc(NC(=O)N2CCNC(=O)C2CC(=O)Nc2ccsc2C(=O)OC)cc1 (stereo not given)
    14.9, -10.1
22. CN1CCN(c2ccc(C(=O)c3ccc(Br)cc3)cc2[N+](=O)[O-])CC1
    -17.3, 9.8
23. COc1ccc(/C=N/Nc2nc(C)c([N+](=O)[O-])c(N(C)c3ccccc3)n2)cc1OC
    14.4, -9.6
24. O=C(Cc1n[nH]c(=O)c2ccccc12)NC(c1ccccc1)c1ccccc1
    6.3, -7.6
25. O=C(Nc1scc(-c2ccccc2)c1C(=O)O)c1ccc(F)cc1
    2.7, 5.1
26. O=C(Cn1cc([N+](=O)[O-])cn1)NCc1ccccc1Cl
    -1.5, 1.0
27. COc1ccc(-c2cc3nc(NCCCN(C)C)n(C)c(=O)c3s2)cc1OC
    6.9, 48.4
28. COc1ccc2c(c1)c(C(=O)CN1CCC3(CC1)OCCO3)c(C)n2C
    -12.0, 7.3
29. N#C/C(=C(/O)c1ccc([N+](=O)[O-])o1)c1nc2ccccc2[nH]1
    78.5, -67.1
30. COc1cccc2cc(-c3nc(-c4cccs4)cs3)c(=O)oc12
    -4.1, 17.8
31. COC(=O)CCS(=O)(=O)c1cc(Cl)ccc1Cl
    -3.3, 7.8
32. CCCCn1c(N)c(N(CC(C)C)C(=O)c2cc(-c3ccc(F)cc3)nc3ccccc23)c(=O)[nH]c1=O
    15.1, -8.9
33. CCOc1ccc(C(=O)NCC(=O)OCC(=O)NC2CCCC2)cc1
    -12.1, -2.6
34. CC(=O)c1ccc(NC(=O)CN2CCC(NC(=O)C3CCCCC3)CC2)cc1
    -1.3, -5.1
35. O=c1[nH]c2c(c(=O)n1Cc1ccccc1)CCC2
    -18.4, 7.6
36. CCOc1ccccc1NC(=O)NNS(=O)(=O)c1ccc([N+](=O)[O-])cc1
    -8.6, 0.7
37. CCCc1nn(C)c2c(=O)[nH]c(-c3cc(S(=O)(=O)N(CCO)CCO)ccc3OCC)nc12
    4.8, -9.7
38. O=C(Nc1ccccc1)C1=C[C@H](c2coc3ccccc3c2=O)C[C@H](OCc2ccc(CO)cc2)O1
    6.9, -7.6
39. CC(=O)OCC(=O)Nc1ccccc1OC(F)F
    6.2, -5.6
40. Cn1cnnc1SCC(=O)Nc1c(F)cc(F)cc1Br
    -24.9, 13.4
41. CNC(=O)CNC(=O)Nc1ccc(Cl)c(Cl)c1
    3.8, -0.5
42. Cc1nn(-c2ccccc2)nc1C(=O)OCC(=O)N1CCC(C)CC1
    22.2, -2.4
43. O=C(NC(=O)N1CCCCCC1)c1ccc(Cl)cc1
    11.5, 2.8
44. CCCS(=O)(=O)N1CCCC(C(=O)NCCN(Cc2ccccc2)C(C)C)C1 (stereo not given)
    9.9, 1.1
45. Cc1cc(C)c(S(=O)(=O)N2CCN(C(=O)CCOc3ccccc3C)CC2)c(C)c1
    7.7, -6.2
46. COc1cc(/C=C/C(=O)Nc2ccc(S(=O)(=O)Nc3onc(C)c3C)cc2)cc(OC)c1OC
    0.4, 4.0
47. Nc1ncnc2c1ncn2[C@@H]1O[C@H](CNS(=O)(=O)c2cc(S(=O)(=O)c3ccccc3)cs2)[C@@H](O)[C@H]1O
    14.1, -9.1
48. CCn1cc([N+](=O)[O-])nc1C
    12.9, -3.0
49. O=C(Nc1ccc(-c2nnc3n2CCCCC3)cc1)c1cc2ccccc2o1
    -14.3, 10.4
50. CCN1CCc2c(sc(NC(=S)NC(=O)c3ccco3)c2C(N)=O)C1
    -16.1, 16.6
51. O=C1N[C@@H](Cc2ccccc2)COC(=O)[C@H](Cc2ccc(F)cc2)C/C=C\C[C@H]1CC(=O)N(CCO)Cc1ccccc1
    29.3, 6.7
52. Cc1cc(-c2nc3ccccc3s2)ccc1N
    11.4, 102.9
53. CN(Cc1ccc2nonc2c1)Cc1nc(CC2CC2)no1
    -2.2, -1.0
54. O=C(O)COc1ccccc1C=NNC(=O)c1ccc(NS(=O)(=O)c2cccs2)cc1
    15.4, -0.1
55. O=C(c1cc2cc(F)ccc2[nH]1)N1CCCC(Nc2ccc(F)cc2)C1 (stereo not given)
    -5.5, 3.8
56. O=C(O)CC1SC(=O)N(Cc2ccccc2)C1=O (stereo not given)
    7.6, -7.6
57. O=C(NC(NC(=S)Nc1ccccc1C(=O)O)C(Cl)(Cl)Cl)c1ccccc1 (stereo not given)
    0.3, 4.5
58. CCCCNC(=O)NNc1nc(Cl)cc(C)c1C#N
    -1.8, 1.8
59. COc1cc(NC(=O)Cn2nc(Cc3cccnc3)c3ccccc3c2=O)cc(OC)c1OC
    3.5, -4.6
60. CN1CCN(C(=S)C(=O)NCc2ccccc2)CC1
    4.3, -7.2

(further entries)
Order of results: TAG inh, TAG inh DAPI viability
61. COc1cccc(NC(=O)C(C)OC(=O)c2n[nH]c3ccccc23)c1 (stereo not given)
    6.7, 1.7
62. CC(=O)OCC(=O)C1(O)CCC2C3CC(C)C4=CC(=O)C=CC4(C)C3C(O)CC21C (stereo not given)
    27.8, 13.0
63. O=C(c1ccc(Cl)c(S(=O)(=O)NCc2cccnc2)c1)N1CCCC1
    10.1, -0.9
64. COc1ccc(CCCc2n[nH]c(=S)o2)cc1C
    -34.7, -8.6
65. NC(=S)NN=C1c2ccccc2-c2cc(Br)ccc21
    38.4, -10.6
66. O=C(N/C(=C\c1ccc([N+](=O)[O-])cc1)C(=O)N1CCOCC1)c1cccc(Br)c1
    0.7, -1.5
67. CCOC(=O)C1CCN(S(=O)(=O)c2ccc(Br)c(OCC)c2)CC1
    -4.5, 0.9
68. CCC(=O)c1ccc(OCC(=O)N(Cc2nnc(-c3ccccc3Cl)o2)C2CC2)cc1
    -22.1, 4.6
69. O=C(O)c1ccc(N/N=C/c2cc3ccccc3nc2Cl)cc1
    2.2, 8.7
70. O=C(CNS(=O)(=O)c1ccccc1F)Nc1ccc(N2CCOCC2)cc1
    8.8, 0.9
71. CCCNS(=O)(=O)c1ccc(CCC(=O)Nc2ccc3c(c2)OCO3)cc1
    25.8, -5.5
72. NC12CC3CC(C1)CC(CO)(C3)O2
    -3.6, 2.3
73. COC(=O)c1c(NC(=O)C2CC=CCC2C(=O)O)sc2c1CCCCC2 (stereo not given)
    10.5, 7.9
74. CCN1CCN(CCOc2cccc(Cl)c2Cl)CC1
    -1.3, 4.5
75. CCCn1c(SCC(=O)N(C)C2CCCCC2)n[nH]c1=O
    -4.0, 2.4
76. O=C(O)c1cccc(NCc2cccnc2)c1
    -12.3, 7.1
77. Cc1nn(C)cc1C=NCCOCc1ccccc1
    16.1, -7.6
78. COCOCCn1cc(CN2CCS(=O)(=O)N(Cc3ccc(-c4ccc(F)cc4)cc3)C(CC(C)C)C2=O)nn1 (stereo not given)
    19.9, -3.1
79. O=C(Nc1ccc(OC(=O)c2cccs2)cc1)c1ccco1
    -1.9, 0.5
80. CC(C)CNC(=O)c1c(F)c(F)c(F)c(F)c1F
    -5.3, -4.6
81. COc1ccc([N+](=O)[O-])cc1NC(=O)C(C)OC(=O)Cn1[nH]c(=O)c2ccccc2c1=O (stereo not given)
    13.5, -1.8
82. COCCNC(=O)C(c1cccc(OC)c1)N(C(=O)Cn1nnc2ccccc21)c1cccnc1 (stereo not given)
    2.2, -4.0
83. CCn1c(C(C)NC(=O)Cc2ccccc2)nc2ccccc21 (stereo not given)
    6.1, -8.8
84. Cc1ccccc1S(=O)(=O)NC(=O)C1(C)CCN1C(=O)c1ccccc1CCc1ccccc1 (stereo not given)
    6.6, 16.2
85. CC(C)Oc1ccc(C(=O)NCC(=O)O)cc1
    -1.8, 137.0
86. C=CCc1c(C)nc(SC)nc1Nc1ccccc1
    4.4, -6.0
87. CCOC(=O)C1=NN(c2ccc(OC)cc2)C(c2ccccc2)CC1=O (stereo not given)
    4.9, -1.6
88. Cc1cc2oc(=O)cc(-c3ccccc3)c2c(C)c1-c1ccc(OC(F)(F)F)cc1
    -10.7, 10.6
89. CCC(=O)Nc1cccc(NC(=O)c2cc3ccccc3o2)c1
    26.5, 8.2
90. Nc1nc(SCC(=O)N2CCN(S(=O)(=O)c3ccc(Cl)cc3)CC2)n[nH]1
    -2.5, -7.0
91. COC(CNc1ncnc2c1cnn2C)OC
    5.5, -2.2
92. CCCCCCNC(=O)C(C#N)c1nc2ccccc2nc1N1CCCC1 (stereo not given)
    -3.9, -2.3
93. O=[N+]([O-])c1ccc(CSc2nnc(SCc3ccccc3)s2)cc1
    -30.8, -3.2
94. O=C(NCc1ccccc1)C1Cc2c(-c3cccc(F)c3)ccnc2O1 (stereo not given)
    45.9, -44.4
95. COc1ccccc1NS(=O)(=O)c1cccc(C(=O)N/N=C/c2ccc3c(c2)OCCO3)c1
    5.7, -5.8
96. N#Cc1cccc(C(=O)OCc2cccc(S(=O)(=O)N3CCOCC3)c2)c1
    -15.5, 9.3
97. CC(Oc1ccc(/C=N/NC(=O)Cc2cccc3ccccc23)cc1)C(=O)O (stereo not given)
    7.0, -2.5
98. CCCn1c2c(c(O)c(C(=O)NCCCN(CC)CC)c1=O)CCCC2
    21.6, -7.1
99. CC(NC(=O)COC(=O)c1ccc2c(=O)n3c(nc2c1)CCCCC3)c1ccccc1 (stereo not given)
    2.7, 1.7
100. Cc1cc(C)n(CC(C)C(=O)O)n1 (stereo not given)
    9.1, 10.6
101. COc1ccccc1NC(=S)NC(=O)Cc1ccccc1
    -13.0, 5.2
102. Cc1ncc([N+](=O)[O-])n1Cc1ccc(F)cc1
    10.6, -4.0
103. CCN(CC)C(=O)[C@H]1C[C@H](CC(=O)NCCCn2ccnc2)C(=O)N2CCc3c([nH]c4cc(CCC(=O)N(C)C)ccc34)[C@]12C
    53.4*, -42.9*
104. O=C(/C=C/c1c(Cl)nc2ccccn12)Nc1ccc(F)cc1
    12.7, 6.0
105. O=C(OCC(=O)c1ccc[nH]1)c1ccc(S(=O)(=O)N2CCCCCC2)cc1
    -0.6, 0.6

Full records from above. Order of values: TAG inh | TAG inh DAPI viability
Profile of CCOc1ccc(C(=O)NCC(=O)OCC(=O)NC2CCCC2)cc1 = -12.1 | -2.6
Profile of O=C(Cn1cc([N+](=O)[O-])cn1)NCc1ccccc1Cl = -1.5 | 1.0
Profile of COC(=O)CCS(=O)(=O)c1cc(Cl)ccc1Cl = -3.3 | 7.8
Profile of COc1ccc(/C=N/Nc2nc(C)c([N+](=O)[O-])c(N(C)c3ccccc3)n2)cc1OC = 14.4 | -9.6

Following part.
Order of results: TAG inh, TAG inh DAPI viability
106. COc1cc(OC)c2c(-c3ccccc3)cc(=O)oc2c1C(CC(=O)N1CCCC1)c1ccc2c(c1)OCO2 (stereo not given)
    6.7, -6.9
107. O=C(CC(=O)c1ccncc1)c1ccccc1
    -0.9, 10.0
108. Cc1ccc(/C=C/C(=O)NC2CCCCCCC2)o1
    -3.6, -1.9
109. Cc1ccc(-c2noc(CN(C(=O)C(c3ccccc3)c3ccccc3)C(C)C)n2)cc1
    7.0, 11.1
110. O=C(c1cc2cc(Cl)ccc2oc1=O)N1CCCCCCC1
    -7.1, -0.1
111. CC(C)(C)c1ccc(C(=O)O/N=C(\N)Cc2cccs2)cc1
    3.2, -6.1
112. Cc1ccc2oc(-c3ccco3)cc(=O)c2c1
    2.8, 7.2
113. COc1ccc(NC(=O)Cn2cnc3ccccc3c2=O)cc1OC
    16.8, -7.1
114. NCC/C=C1/c2ccccc2CSc2ccccc21
    5.1, 3.9
115. CCOCCCNCc1ccc(OCCC(C)C)c(OC)c1
    -35.7, 3.8
116. C=C(C)COc1ccc(-c2[nH]ncc2Oc2ccc(OC)cc2)c(O)c1
    10.9, -12.2
117. O=C(c1ccc(Cl)cc1)N1CCN(C(=O)C2CCCCC2)CC1
    3.5, -3.8

From PubChem BioAssay

The list is partial (hit frequency here may not be typical).
